# Siah-1 displacement: Siah-1 peptide-binding antagonists, primary screen, biochemical, fluorescence polarization, rhodamine-plectin, uHTS (AID 1817); hit rate 0.02% among 290,000; displacement, % at 20 µM, or IC50 in µM where a hit was titrated; Siah-1 / rhodamine-plectin peptide fluorescence polarization; higher % means a stronger effect;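 active = displacement of at least 50% at 20 µM, with a fluorescence ratio check between 0.3 and a set limit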;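 note: plate controls were Siah plus tracer with DMSO for no effect and tracer alone without Siah for full effect; strong numbers were not always called active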
# RSV antiviral HEp-2: RSV antiviral activity via CPE protection, HEp-2 cells, primary 10 µM value included (AID 2391). HEp-2 cells, RSV-induced CPE inhibition; higher % means a stronger effect. CPE inhibition, % at 10 µM; hits with a dose series show IC50 in µM. hit rate 0.13% among 310,000; in the data active = a potency from the dose series; inconclusive = CPE inhibition mostly from about 23% at the one dose, without a potency; inactive = the rest, 99 in 100 with CPE inhibition below about 21%; note: strong numbers were not always called active
# SV40 large T antigen: SV40 large T antigen inhibitors, biochemical (AID 1903); SV40 large T antigen ATPase/helicase inhibition assay; higher % means a stronger effect; inhibition, % at 20 µM, or IC50 in µM where a hit was titrated; hit rate 0.39% among 310,000; in the data active = a potency from the dose series; inconclusive = inhibition mostly from about 32% at the one dose, without a potency; inactive = the rest, 99 in 100 with inhibition below about 32%; note: strong numbers were not always called active
# K1F lysis inhibition: inhibition of K1F phage lysis, E. coli UTI89, bacterial capsule biogenesis inhibitors, alamar blue (AID 488966). E. coli UTI89 K1F phage lysis, alamar blue, 2 h; higher % means a stronger effect. inhibition, % at 100 µM, or IC50 in µM where a hit was titrated. hit rate 0.02% among 340,000;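 active = phage lysis inhibition, versus mean bacterial control, above a set limit; inconclusive = no clear call, values can overlap the other calls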;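 note: capsule biogenesis inhibitors block K1F phage lysis so surviving cells raise fluorescence; higher fluorescence means more inhibition of phage lysis; actives were called in the ten point dose series up to 300 µM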
# NTR1 agonist: NTR1-driven beta-arrestin-GFP spot formation – imaging, U2OS cells, high content, primary screen (AID 493036) | agonist mode | activation, % at 20 µM | hit rate 0.17% among 330,000;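 active = activation at or above 40% of the spot to cytoplasm intensity ratio, with at least 20 cells analyzed; inconclusive = wells under 20 cells, flagged as cytotoxic or low count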;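 note: 0% = DMSO without peptide and 100% = 100 nM NTR1 peptide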
# Target sequence (P30989 whole entry, looked up): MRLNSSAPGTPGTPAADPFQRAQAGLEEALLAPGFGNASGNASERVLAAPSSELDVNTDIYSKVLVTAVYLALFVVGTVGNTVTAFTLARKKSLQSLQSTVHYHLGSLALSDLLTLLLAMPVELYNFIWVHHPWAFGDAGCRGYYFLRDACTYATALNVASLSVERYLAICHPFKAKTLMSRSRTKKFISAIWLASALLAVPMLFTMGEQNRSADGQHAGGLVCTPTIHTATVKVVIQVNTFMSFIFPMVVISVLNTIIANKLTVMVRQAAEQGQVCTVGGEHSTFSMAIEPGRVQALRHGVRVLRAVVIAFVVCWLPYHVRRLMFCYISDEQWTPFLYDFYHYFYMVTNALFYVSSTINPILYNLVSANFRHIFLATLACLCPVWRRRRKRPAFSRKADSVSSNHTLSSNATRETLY
# West Nile antiviral: West Nile virus antiviral activity, cell-based, CPE readout (AID 1621); West Nile virus-infected cells, CPE inhibition; higher % means a stronger effect; one-dose CPE inhibition, % at 10 µM; IC50 in µM for titrated hits; hit rate 0.02% among 290,000; in the data active = a potency from the dose series; inconclusive = CPE inhibition mostly from about 3.7% at the one dose, without a potency; inactive = the rest, 99 in 100 with CPE inhibition below about 2.2%; note: strong numbers were not always called active
# Rac1 GTP hydrolysis: MgcRacGAP GTPase-activating activity inhibitors, confirmation, biochemical, ADP Hunter fluorescence | MgcRacGAP-stimulated Rac1 GTP hydrolysis, ADP Hunter fluorescence; higher % means a stronger effect; GST-tagged Rac1 F28L mutant substrate | inhibition, % at 30 µM; hits with a dose series show IC50 in µM | hit rate 0.6% among 340,000 | AID 624330;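 active = first-screen hits whose inhibition reached a set limit at any dose in the follow-up dose series; inconclusive = inhibition above the set first-screen limit but never retested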;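 note: fluorescence reports GDP produced by GAP-driven GTP hydrolysis; strong numbers were not always called active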
# NS5 inhibitors: flavivirus cap methylation enzyme inhibition – biochemical, confirmation dose response, primary screen (AID 588689). Dengue-2 NS5 methyltransferase capping enzyme assay, biochemical; higher % means a stronger effect. inhibition, % at 25 µM, or IC50 in µM where a hit was titrated. hit rate 0.3% among 340,000; in the data active = a potency from the dose series; inconclusive = inhibition above about 29% without an active follow-up result
# AID2073: disruptors of CaV2.2 binding to Mint1 – biochemical, HTRF (AID 2073); HTRF protein-protein interaction, Mint1-CaV2.2; higher % means a stronger effect; inhibition, % at 20 µM, or IC50 in µM where a hit was titrated; hit rate 0.19% among 290,000; in the data active = inhibition mostly above about 51%, no sharp cut-off; inconclusive = no clear call, values can overlap the other calls; inactive = mostly below about 53%; note: some results filed as inactive read as strong as hits
# NTR1 agonist cell count 20 µM: further read-out of NTR1 agonist, marked with its call; cell count; measured here: cell count, cytotoxicity flag
# NS5 inhibitors pilot replicate: recorded beside NS5 inhibitors, whose call it bears; inhibition, %; measured here: pilot screen replicate inhibition
# * = called active by the depositor; ? = inconclusive; . = not tested or not shown; [ ] = dose if it differs, or a comment. The order is random, and some 1.6% of all compounds hit somewhere here.
SMILES,Siah-1 displacement,RSV antiviral HEp-2,SV40 large T antigen,K1F lysis inhibition,NTR1 agonist,NTR1 agonist cell count 20 µM,West Nile antiviral,Rac1 GTP hydrolysis,NS5 inhibitors,AID2073,others
CCOc1ccc(OC(=O)NC(c2ccccc2)C(Cl)(Cl)Cl)cc1 (stereo unspecified),-6%,1.9%,4%,-0.2%,-1.1,77,1.3%,8%,-2%,-11%,
C/C(=N\OC(=O)Nc1ccccc1)c1ccc(C)cc1,.,.,8%,0.5%,0.6,34,.,12%,-2%,.,
CC(OC(=O)c1ccccc1N1C(=O)C2C3CCC(C3)C2C1=O)C(=O)c1ccccc1 (stereo unspecified),-6%,1.0%,6%,3.7%,-0.4,48,-0.4%,1%,-8%,6%,
NS(=O)(=O)c1ccc(NC(=O)CSc2nnc(-c3ccc(O)cc3)o2)cc1,4%,1.2%,30%,-0.7%,-0.9,50,-0.3%,6%,3%,-16%,
COc1cc(C2CC(C(F)(F)F)n3ncc(C(=O)O)c3N2)cc(OC)c1OC (stereo unspecified),6%,1.8%,8%,0.0%,-1.9,81,0.2%,7%,-8%,5%,
Cc1ccc(F)cc1NC(=O)CSCc1nc2sc(C)c(C)c2c(=O)[nH]1,.,1.0%,25%,0.4%[50 µM],-0.5,63,.,15%,9%,.,
CCn1nc(C(=O)OCC(=O)N2CCc3ccccc32)c2ccccc2c1=O,0%,3.2%,11%,0.2%,1.4,75,0.3%,7%,-4%,0%,
O=C(CSc1ncccc1-c1nc2ccccc2[nH]1)N1CCN(c2ccccc2F)CC1,-6%,-1.0%,9%,0.3%,1.3,87,-0.5%,7%,1%,23%,
O=C(Nc1ccccc1)N1CCN(C2c3ccccc3-c3ccccc32)CC1,2%,1.4%,8%,-0.7%,2.8,46,-0.5%,-15%,-2%,10%,
Cc1[nH]n(-c2ccccc2)c(=O)c1/C=N/Nc1nncc(-c2ccccc2)n1,-5%,0.8%,-4%,0.7%,2.2,49,?,14%,-1%,8%,
CCC(C)NC(=O)c1c(C)cc(=O)oc1C (stereo unspecified),2%,1.0%,7%,2.5%,0.8,58,-0.2%,7%,5%,-5%,
O=C(CN1CCc2ccccc21)NCc1ccc2c(c1)OCO2,-2%,0.6%,16%,0.2%,1.1,85,-0.6%,15%,-4%,4%,
Cc1sc(NC(=O)C2CCCCC2C(=O)O)c(C(N)=O)c1-c1ccccc1 (stereo unspecified),-1%,6.0%,3%,5.2%,-1.0,46,0.1%,11%,-2%,-8%,
COCCNC(=S)N(Cc1cccnc1)Cc1ccc(OC)c(OC)c1,5%,0.1%,-3%,2.4%,-1.4,57,0.4%,5%,0%,-9%,
Cc1cc(C)cc(NC(=O)C2CCCN2C(=O)Oc2ccccc2)c1 (stereo unspecified),-1%,0.1%,3%,-1.1%,0.0,53,-0.3%,-10%,-4%,-9%,
N#Cc1cc2cc3ccccc3nc2n2c(=O)c3ccccc3nc12,11%,-0.7%,-1%,4.7%,1.5,39,-0.5%,13%,13%,26%,
Cc1cc(C)c(S(=O)(=O)Nc2nnc(C)s2)c(C)c1,2%,5.0%,-2%,-0.4%[50 µM],0.0,53,0.8%,2%,-7%,-8%,
CC(C)(C)NC(=O)Cn1cnc([N+](=O)[O-])n1,9%,1.2%,5%,0.2%,0.6,51,0.2%,-2%,1%,-1%,
COc1cc(/C=C/C(=O)O)cc(S(=O)(=O)Nc2ccc3nc(C)sc3c2)c1OC,-2%,1.2%,22%,0.0%,-1.3,56,-0.1%,15%,2%,-27%,
CCC1C(O)=C(c2ccccn2)C(=N)N1c1ccccc1 (stereo unspecified),1%,4.8%,14%,1.6%,2.9,71,-0.9%,0%,-2%,6%,
Cn1nnnc1NCc1ccc(Cl)c(Cl)c1,2%,-1.0%,5%,-0.5%,0.2,61,0.9%,-1%,-6%,2%,
Cn1c(SCC(=O)c2ccc3c(c2)Cc2ccccc2-3)nnc1-c1ccccc1,11%,4.5%,10%,-0.1%,-0.5,36,-0.3%,14%,-9%,-11%,
CCOc1cc(CNCCN2CCOCC2)ccc1OCc1ccccc1Cl,-2%,-3.3%,5%,0.0%,-1.7,48,-0.6%,10%,-2%,11%,
O=C(NC(=S)Nc1ccccc1CO)C1CCCCC1,.,.,.,1.7%,2.6,47,.,2%,0%,.,
COc1ccc(C(=O)n2nnc3ccccc32)cc1OC,12%,-0.3%,11%,5.8%,.,.,-0.5%,-1%,-46%,-6%,
COc1ccccc1OC(C)C(=O)O (stereo unspecified),-2%,-0.1%,5%,0.8%,-1.6,57,-0.5%,2%,-4%,0%,
CN(C)CCN(C(=O)c1ccc2ccccc2c1)c1nc2ccc(Br)cc2s1,-2%,0.2%,13%,0.6%,-0.9,50,0.7%,11%,4%,-10%,
O=S(=O)(/C=C/c1ccccc1)N1CCNCC1,-6%,-0.8%,-2%,-0.1%,-1.6,53,-0.3%,1%,-12%,12%,
O=C(Cc1ccccc1)N[C@@H]1c2ccccc2CC[C@@H]1OCc1ccccc1,.,.,.,0.2%,1.1,83,.,10%,2%,.,NS5 inhibitors pilot replicate=-0.9
C/C(=N\NC(=O)CCC(=O)Nc1ccccc1)c1cccs1,13%,1.9%,13%,2.1%,-0.4,39,-0.1%,2%,-9%,1%,
CN(C)S(=O)(=O)c1ccc(C(=O)N2CCC(c3nc4ccccc4o3)CC2)cc1,-5%,3.0%,-2%,0.1%,1.3,89,-1.9%,3%,-7%,0%,
O=C(O)C1CCN(C(=O)Cc2ccccc2)CC1,-3%,3.0%,21%,2.6%,4.2,53,1.8%,1%,2%,6%,
O=c1cc2c(nn1Cc1ccc(F)cc1)-c1ccccc1CC2,-2%,6.9%,4%,0.3%,6.2,46,-0.5%,5%,0%,-12%,
Cn1c(=O)c2c(nc(SCC(=O)N3c4ccccc4CCc4ccccc43)n2C)n(C)c1=O,3%,.,12%,-1.0%,.,.,-0.1%,1%,1%,?,
CCOC(=O)C1CCN(S(=O)(=O)c2cn(C)c(C)n2)CC1,2%,1.0%,-25%,-0.5%[50 µM],-0.7,63,0.5%,14%,-3%,10%,
CC(NC(=O)c1ccccc1Br)c1ccc2c(c1)CCCC2 (stereo unspecified),0%,23%,8%,1.2%,1.0,58,-0.3%,-8%,-1%,-1%,
CCOc1ccc(C2C(C(=O)c3ccc(C)o3)=C(O)C(=O)N2c2cc(C)on2)cc1OC (stereo unspecified),7%,6.4%,21%,0.0%,-0.8,51,-0.1%,11%,4%,9%,
COc1cccc(OC)c1C(=O)Nc1ccc(C(=O)NCc2ccccc2)cc1,1%,1.1%,10%,0.1%,-0.7,51,-0.1%,5%,-3%,-4%,
COc1cc(N/N=C(\C)c2ccc(O)c(C)c2)nc(-c2ccccc2)n1,4%,3.5%,.,3.4%,53*,79*,-1.9%,13%,1%,4%,
Clc1ccc(C[n+]2cc(-c3ccc(Cl)cc3)n3c2CCC3)cc1,0%,-0.3%,0%,-0.6%,-0.6,53,2.6%,5%,2%,8%,
Cc1cccc(N2CCN(C(=O)C(Cc3ccccc3)n3cccc3)CC2)c1C (stereo unspecified),3%,-0.1%,0%,-1.1%,1.3,46,0.2%,-7%,-8%,-6%,
OCCNc1nc2ccc(Cl)cc2[nH]1,0%,2.3%,8%,-0.6%,-0.5,76,0.2%,2%,-7%,1%,
COc1ccccc1N1CCN(CC(O)COc2ccc3c(C)cc(=O)oc3c2)CC1 (stereo unspecified),0%,-1.2%,1%,0.0%,-0.2,63,-0.1%,15%,-4%,0%,
Cc1ccc2c(C)[nH]c(=O)cc2c1,-3%,.,6%,0.5%,0.9,43,0.5%,14%,-2%,-2%,
C(=C\c1cc(/C=C/c2ccccc2)ncn1)/c1ccccc1,3%,1.1%,6%,-0.1%,2.3,82,0.7%,7%,-8%,2%,
O=C(CCc1ccccc1)NNC(=O)Nc1ccccc1,-4%,2.1%,4%,-1.3%,0.1,98,0.6%,1%,-8%,-4%,
Cc1ccc(C)n1NC(=O)c1ccco1,3%,0.8%,20%,-0.8%,-1.3,40,0.4%,-4%,12%,3%,
CC(C)OC1(c2ccccc2)OC(=O)c2ccccc21 (stereo unspecified),-1%,-0.9%,25%,-0.1%[50 µM],1.6,54,0.4%,9%,-3%,-2%,
O=C(CC(=O)N/N=C/c1ccc(Cl)cc1Cl)NCc1ccccc1,0%,1.4%,4%,1.7%,-1.0,35,-0.1%,11%,-7%,1%,
Cn1c(O)c(N=Nc2nc(-c3ccccc3)cs2)c2ccccc21,-7%,1.9%,0%,2.4%[50 µM],1.1,44,-0.8%,16%,8%,-22%,

# Grouped by structure, those above containing fluorine.
SMILES,Siah-1 displacement,RSV antiviral HEp-2,SV40 large T antigen,K1F lysis inhibition,NTR1 agonist,NTR1 agonist cell count 20 µM,West Nile antiviral,Rac1 GTP hydrolysis,NS5 inhibitors,AID2073,others
COc1cc(C2CC(C(F)(F)F)n3ncc(C(=O)O)c3N2)cc(OC)c1OC (stereo unspecified),6%,1.8%,8%,0.0%,-1.9,81,0.2%,7%,-8%,5%,
Cc1ccc(F)cc1NC(=O)CSCc1nc2sc(C)c(C)c2c(=O)[nH]1,.,1.0%,25%,0.4%[50 µM],-0.5,63,.,15%,9%,.,
O=C(CSc1ncccc1-c1nc2ccccc2[nH]1)N1CCN(c2ccccc2F)CC1,-6%,-1.0%,9%,0.3%,1.3,87,-0.5%,7%,1%,23%,
O=c1cc2c(nn1Cc1ccc(F)cc1)-c1ccccc1CC2,-2%,6.9%,4%,0.3%,6.2,46,-0.5%,5%,0%,-12%,

# Following part.
SMILES,Siah-1 displacement,RSV antiviral HEp-2,SV40 large T antigen,K1F lysis inhibition,NTR1 agonist,NTR1 agonist cell count 20 µM,West Nile antiviral,Rac1 GTP hydrolysis,NS5 inhibitors,AID2073,others
Cc1ccc(-n2cc(CN3CCN(C(=O)c4ncn[nH]4)CC3)c(-c3ccc(F)cc3)n2)cc1,-7%,11%,7%,0.6%,4.5,62,-0.7%,11%,3%,-7%,
COc1ccc(NC(=O)C2CCC(=O)N2S(=O)(=O)c2ccc(C)cc2)c(OC)c1 (stereo unspecified),8%,-0.1%,-1%,4.9%,-0.2,52,-0.7%,2%,1%,15%,
COc1ccc(CNC(=O)COC(=O)CCc2nc3ccccc3c(=O)[nH]2)cc1,0%,1.3%,25%,0.3%,1.8,64,0.1%,2%,6%,-1%,
O=C(NCc1cccc(F)c1)C1CCC(=O)N(CC2CCCCC2)C1 (stereo unspecified),1%,0.7%,3%,0.1%,2.3,58,-0.3%,3%,-5%,12%,
O=C(C1CCC1)N1CCN(Cc2ccccc2)CC1,9%,0.4%,11%,0.3%,-1.7,52,-0.1%,3%,-5%,15%,

# High-throughput results: PubChem, several laboratories
